# PPARg SRC1 recr: PPARgamma-driven SRC-1 recruitment agonism. P37231. actives 0.41% (n = 200,000). activation, % at 8 µM. PPARgamma-SRC-1 coactivator recruitment biochemical assay; in the data active means activation above about 19%;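 further: 0% = DMSO and 100% = reference agonist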
# bIAP act: increases bovine intestinal alkaline phosphatase activity | activation factor at 20 µM | purified bovine IAP, CDP-star luminescence, 30 min; stronger effect = higher value; fold of DMSO-control signal, blank-subtracted | actives 0.17% (n = 200,000);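 active means activation factor of 2 or more at 20 µM, a signal rise over negative controls twice the positive control's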
# ROMK primary: modulators of human ROMK potassium channel; P48048; Tet-inducible ROMK, thallium flux fluorescence; actives lie on both sides; B-score at 10 µM; actives 2% (n = 130,000); AID 1918;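 active means signal ratio slope over the read window, or its plate-corrected B-score, at least 3 SD from the plate mean, either direction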;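 further: B-score of the F/F0 ratio slope over 7 to 12 s after thallium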
# Target sequence (P48048 whole entry, looked up): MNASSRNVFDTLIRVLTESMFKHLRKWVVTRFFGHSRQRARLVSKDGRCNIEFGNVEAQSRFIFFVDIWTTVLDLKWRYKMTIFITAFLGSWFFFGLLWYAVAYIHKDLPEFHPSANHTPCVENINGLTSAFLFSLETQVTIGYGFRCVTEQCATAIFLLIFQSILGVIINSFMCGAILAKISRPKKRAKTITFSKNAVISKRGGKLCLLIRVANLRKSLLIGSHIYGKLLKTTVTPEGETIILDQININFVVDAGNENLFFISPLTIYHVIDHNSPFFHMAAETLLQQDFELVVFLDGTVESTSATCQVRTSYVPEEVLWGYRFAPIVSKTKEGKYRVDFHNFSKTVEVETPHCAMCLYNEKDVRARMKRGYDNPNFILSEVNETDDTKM
# SRC2 TRFRET art: flags TR-FRET format artefacts in PPARgamma SRC-2 recruitment agonist screen; TR-FRET ratio at 8 µM; AID 1049; actives 0.4% (n = 200,000); TR-FRET artefact counter-screen; stronger effect = higher value; in the data active means TR-FRET ratio above about 2000; further: inactives centre near 1500; reference of the scale not given here
# L major viab: reduces viability of Leishmania major promastigotes | inhibition, % at 10 µM | resazurin fluorescence viability | actives 9% (n = 200,000); in the data active means inhibition above about 50%;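 further: promastigotes grown with compound for 44 hours at 28 °C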
# bIAP inhibitor: intestinal alkaline phosphatase (bovine) inhibition | purified bovine IAP, CDP-star luminescence, 30 min | inhibition, % at 20 µM | 190,000 tested, under 10 active;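 active means over 50% inhibition of intestinal alkaline phosphatase at 20 µM in the single-dose screen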
#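 System: Purified bovine intestinal alkaline phosphatase (IAP) enzyme | Input: IAP diluted 1/65,000,000 in the well | Also added: CDP-star chemiluminescent phosphatase substrate, 30 µM final | Dosing: 20 µM single dose | Times: Enzyme reaction for 30 min at room temperature | Detection: Luminescence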
# PPARg SRC-2 ag: agonists of SRC-2 recruitment by human PPARgamma | actives 0.34% (n = 200,000) | PPARgamma LBD-SRC-2 recruitment, biochemical | P37231 | activation, % at 8 µM; in the data active means activation above about 22%;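 further: 0% = vehicle and 100% = reference agonist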
# Redox H2O2 prof: compounds producing H2O2 with reducing agent – biochemical, NIH compound library profiling, artefact control for MLSCN library redox annotation, primary screen; activation, % at 10 µM; actives 0.03% (n = 200,000); DTT-dependent redox cycling H2O2, phenol red/HRP absorbance; 100% = 100 µM peroxide control, 0% = buffer; AID 878;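 active means activation of at least 50% relative to the plate's high and low controls in the primary single-dose screen; inactive means activation below 50%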;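 further: compound incubated with DTT at 0.8 mM final as the reducing agent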
# S1P3 antagonist: S1P3 (human) receptor antagonism. actives 0.27% (n = 170,000). Q99500. AID 485. CHO S1P3 NFAT-BLA reporter, FRET fluorescence, antagonist mode. inhibition, % at 4.98 µM;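 active means inhibition above the plate cutoff, the mean inhibition of test wells on that plate plus 3 SD, cut at about 28% in these data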;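 further: cells challenged with S1P at its EC80 of 0.8 µM; blue over green emission ratio from cleaved BLA substrate after 4 h stimulation; 0% = S1P-stimulated wells and 100% = unstimulated DMSO-only wells; some compounds past the cut are filed as inactive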
# Target sequence (Q99500 whole entry, looked up): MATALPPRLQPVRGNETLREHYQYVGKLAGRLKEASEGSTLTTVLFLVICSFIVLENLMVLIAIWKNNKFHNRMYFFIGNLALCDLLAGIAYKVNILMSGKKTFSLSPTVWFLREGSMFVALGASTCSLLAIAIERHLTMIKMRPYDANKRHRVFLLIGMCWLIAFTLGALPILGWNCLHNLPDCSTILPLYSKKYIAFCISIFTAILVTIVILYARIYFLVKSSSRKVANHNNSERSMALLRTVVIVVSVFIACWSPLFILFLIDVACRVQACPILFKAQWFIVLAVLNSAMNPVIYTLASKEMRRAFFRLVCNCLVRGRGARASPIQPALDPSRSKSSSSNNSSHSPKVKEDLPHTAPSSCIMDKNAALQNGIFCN
# TLR4-MyD88 BLA: inhibitors of human TLR4-MyD88 binding | HeLa CL3-4 TLR4/MyD88 BLA complementation, FRET ratio | inhibition, % at 8.4 µM | actives 0.18% (n = 200,000) | AID 861; in the data active means inhibition above about 25%;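 further: 0% = vehicle and 100% = reference inhibitor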
# PPARg SRC3 recr: promotes SRC-3 coactivator recruitment by human PPARgamma; activation, % at 8 µM; AID 731; actives 0.26% (n = 200,000); P37231; biochemical PPARgamma/SRC-3 coactivator recruitment assay; in the data active means activation above about 23%;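 further: 0% = DMSO and 100% = reference agonist; some compounds past the cut are filed as inactive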
# * marks the source's active call; other numbers are inactive results; · = not tested or not shown. Compounds as they come (roughly 11% active in at least one column).
Molecule	PPARg SRC1 recr	bIAP act	ROMK primary	SRC2 TRFRET art	L major viab	bIAP inhibitor	PPARg SRC-2 ag	Redox H2O2 prof	S1P3 antagonist	TLR4-MyD88 BLA	PPARg SRC3 recr
O=C(CSc1nnc(-c2ccc(Cl)cc2)n1-c1ccc(Cl)cc1)N/N=C/c1ccco1	4	0.9	-0.073	1737	17	9	6	0.3	-4	11	2
Cc1cc(C)c(C)c(OCCOCCN2CCN(C)CC2)c1	6	1.1	-0.0075	1498	-2	-14	8	-0.6	-6	5	2
Nc1ccccc1Nc1cc(-c2ccccc2)nn1-c1ccccc1	8	1	0.56	1627	28	3	8	0.0	4	-8	3
COc1ccc(/C=N/N=C2/NC(=O)C(CC(=O)O)S2)cc1OCc1ccccc1Cl (stereo not drawn)	2	1	0.17	1478	-6	1	12	-0.2	7	3	-2
CCC(=O)NC(=S)Nc1cccc(NC(=O)c2ccco2)c1	-6	1.1	0.85	1573	29	-8	-4	-0.4	6	-23	0
COc1cccc(CN2C(=O)CCC2(C)C(=O)NC2CCCCC2)c1 (stereo not drawn)	0	0.9	·	1490	-8	7	-2	-2.3	-7	10	0
S=C(c1cn(Cc2ccc(Br)cc2)c2ccccc12)N1CCOCC1	-6	1	-0.82	1370	39	0	-4	-0.3	-1	-8	-6
Cc1ccc(C)c(NC(=O)CS(=O)(=O)c2c[nH]c3ccccc23)c1	2	0.8	·	1618	-3	15	5	-0.8	·	10	-6
O=C(Oc1ccc(OC(=O)C2CCC2)cc1)C1CCC1	3	0.9	0.83	1418	7	11	-2	-0.3	-4	-9	-2
O=C(NC1CCCCC1)N1CCc2[nH]c3ccccc3c2C1	6	0.9	·	1580	47	10	6	2.2	-18	4	0
CCOc1ccccc1NC(=O)C1CCC(CNc2c(N3CCOCC3)c(=O)c2=O)CC1 (stereo not drawn)	12	1	·	1720	-7	-3	4	-2.0	-40	3	4
Cc1noc(NC(=O)c2ccc(F)cc2)c1C#N	-5	0.9	·	1738	-6	7	-3	2.4	·	7	-5
C=CCSc1nnc(C)n1-c1ccc(Cl)cc1	7	1	·	1517	-5	5	2	0.3	-5	-7	7
CCN(CCCNC(=O)COc1cc(=O)n(CC)c2ccccc12)Cc1ccccc1	12	1.1	·	1576	-3	-5	3	-1.8	0	6	4
Cc1ccccc1NC(=S)N(Cc1cccs1)C1CCCC1	-1	1	1.4	1475	20	2	-4	-1.8	-9	2	0
O=C(CCN1C(=O)c2ccccc2C1=O)OCN1C(=O)c2ccccc2C1=O	3	1	-0.8	1509	4	0	-2	-0.2	·	4	5
Cc1cc(C)nc(N2N=C(c3ccccc3)CC2=O)n1	12	1.1	-0.33	1767	-9	-7	6	-0.9	-2	-6	9
CCOc1cc(NC(=O)c2cccs2)c(OCC)cc1NC(=O)CCC(=O)NCC1CCCO1 (stereo not drawn)	-4	1.1	·	1382	-3	-6	-1	0.2	-16	2	2
O=C(Nc1ccc(F)cc1F)N1CCN(c2ncccn2)CC1	-3	0.9	·	1363	20	15	-1	-0.2	5	-10	-4
CCOc1ccc(N(CC(=O)Nc2nccs2)S(=O)(=O)c2c(C)noc2C)cc1	2	0.9	·	1585	1	12	-4	-0.1	-4	-6	1
Cc1cc(C2C(C#N)=C(N)OC3=C2C(=O)CC(C)(C)C3)c(C)s1 (stereo not drawn)	2	1	·	1733	4	0	4	0.4	·	1	-3
O=C(COC(=O)c1cccc(S(=O)(=O)N2CCN(c3ccc(F)cc3)CC2)c1)NCC1CCCO1 (stereo not drawn)	-5	1	0.062	1529	-7	2	3	-1.2	-9	-3	2
COC(=O)c1ccc(NS(=O)(=O)c2ccc3c(c2)oc(=O)n3C)cc1	·	0.9	·	·	-6	8	·	-2.0	-11	·	·
Cc1cc(C)cc(NC(=O)CCNS(=O)(=O)c2ccc3c(c2)oc(=O)n3C)c1	5	1	·	1518	-4	3	5	1.5	-3	-3	7
C1CNCCOCCNCCN1	-4	1.5	·	1495	-3	-49	3	2.4	·	5	-3
COc1ccc(CNC(=O)C(C#N)c2nc3ccccc3nc2N2CCCC2)cc1 (stereo not drawn)	3	0.9	·	1586	0	14	-5	2.8	8	22	-14
CCC1CCCCN1C(=O)CSc1nc2c(cnn2-c2ccc(C)cc2)c(=O)[nH]1 (stereo not drawn)	-1	0.9	·	1533	15	5	-5	0.2	-15	-6	2
COc1ccc(-c2nc(CSCC(=O)NCc3ccc4c(c3)OCO4)c(C)o2)cc1OC	-2	1.2	·	1542	-4	-18	1	-1.2	9	4	1
O=C(COC(=O)c1cc(-c2cccs2)nn1-c1ccccc1)Nc1ccc(F)c([N+](=O)[O-])c1	-4	1	0.8	1540	-5	-2	2	-0.1	-1	1	-4
COc1ccc(-n2nc(C(=O)NCC(=O)NCC3CCCO3)c3ccccc3c2=O)cc1 (stereo not drawn)	2	1	·	1702	-5	-4	8	2.3	2	-17	3
CC(C)CCNC(=O)COC(=O)/C=C/c1ccc2ccccc2n1	8	0.9	-0.29	1568	-5	12	1	0.0	-20	13	2
COc1ccc(CNC(=S)Nc2cccc(C)c2C)cc1	0	0.7	·	1672	20	25	6	0.5	·	3	10
N#Cc1sc(NCc2ccccc2)nc1Cl	0	1	-1.5	1507	12	4	3	-1.1	1	-8	-1
CC(=O)/C(=N\Nc1ccc(Cl)cc1Cl)Sc1nnc(-c2ccccc2)n1-c1ccccc1	6	1	·	1654	-6	1	1	0.5	-3	7	0
Cc1ccc(NC(=O)CN2C(=O)S/C(=C\c3ccc(-c4cccc(C(=O)O)c4C)o3)C2=O)cc1	6	1.1	-0.52	1612	-15	-13	1	-0.9	·	3	2
NC(N)=NCCCc1cn(CC(=O)N2CCNCC2)nn1	-8	1	·	1330	2	-2	-2	0.3	-14	-6	-2
CC(C)(C)NC(=O)C12CC3CC(CC(Cl)(C3)C1)C2	11	1.1	·	1630	-3	-5	2	-0.3	4	-9	-4
C(=N\Nc1ccccc1)/c1ccc(N2CCOCC2)cc1	6	1	0.01	1668	3	0	14	0.6	·	-17	12
CCOc1ccc(Cc2c(Cl)nc(N)nc2Cl)cc1	16	1	·	1774	-1	3	18	2.6	·	-12	-2
Cc1ccc(-c2nnn(CC(=O)N(Cc3cccs3)C(C(=O)NC(C)(C)C)c3ccc(C)o3)n2)o1 (stereo not drawn)	14	1	·	1562	-3	0	8	-0.3	10	7	10
Cc1ccccc1-c1nnn(C/C(N)=N/O)n1	-6	0.9	1.3	1495	-6	9	7	-0.2	-8	2	3
Cc1csc(NC(=O)CCS(=O)(=O)c2ccc(Br)cc2)n1	0	0.9	·	1575	2	7	8	1.6	9	5	9
COC(=O)C1=C(C)N(CCc2ccc(OC)c(OC)c2)C(=O)/C1=C\c1ccc(O)cc1	-6	0.8	·	1413	49	23	-11	-0.5	-2	10	-3
O=S(=O)(Nc1nc2c(s1)CCCC2)c1ccc(Br)cc1	3	0.9	-3.2*	1523	-8	10	-1	0.7	·	-12	4
COc1cccc(NC(=O)CCSc2ccc3ccccc3n2)c1	6	0.8	·	1748	30	18	7	-0.5	-6	-1	3
COc1cc(NC(=O)C2COc3ccccc3O2)c(OC)cc1Cl (stereo not drawn)	-4	0.9	-0.7	1375	9	6	-2	0.1	5	-9	6
CCC(=O)N/N=C(\C)CC(=O)Nc1ccc2c(c1)OCCO2	9	1	·	1732	2	3	14	-0.5	-6	5	-4
Cc1ccc(C(=O)COc2nc(C)nc3ccccc23)cc1	6	1	0.77	1479	-7	-2	2	-1.9	-18	0	2
O=C(N=Nc1c(O)[nH]c2ccccc12)c1ccc(CN2CCOCC2)cc1	10	1	0.11	1619	15	0	1	-0.8	6	11	4
O=C(NC(=S)Nc1cccc2cccnc12)c1cccs1	2	1	1.1	1378	-3	-3	-3	-1.0	-1	-6	2
Brc1ccc2nc(-c3cccs3)c(NCC3CCCO3)n2c1 (stereo not drawn)	9	0.8	-1.8	1532	49	19	12	-0.7	-13	-6	12
COc1ccc(CNC(=O)c2cc3c(=O)[nH]c4ccccc4c3n2C)cc1	6	1.1	-0.1	1698	-1	-5	-3	7.2	-3	-3	0
COc1ccc(C(C#N)N2N=C(C)CC2(C)C)cc1OC (stereo not drawn)	6	1	·	1588	-2	3	-7	1.9	·	-5	-8
CC(=O)C1=C(C)NC(SCC(N)=O)=C(C#N)C1c1cccs1 (stereo not drawn)	-2	1	-1.1	1589	0	3	4	1.2	·	-16	-13
Cc1nc(CN(C)C(=O)c2cc(COc3c(F)cccc3F)on2)cs1	-6	0.9	1	1300	-7	8	1	0.2	-23	-3	0
Cc1ccc(-n2c(Cc3cccn3C)nnc2SCC(=O)N2CCc3ccccc32)cc1	-6	1.2	·	1397	24	-16	-4	2.3	-13	3	11
COC(=O)c1cc(NC(=O)c2c(F)c(F)c(F)c(F)c2F)cc(C(=O)OC)c1	-3	1.1	·	1456	3	-9	7	-0.1	3	0	5
Cc1cc(N2CCOCC2)nc(C(C)C)n1	6	1	-0.13	1603	-6	-4	14	-0.4	8	-5	3
Cc1cc(Nc2ccc(N3CCC(C)CC3)cc2)n2ncnc2n1	0	1.2	-0.37	1712	7	-15	0	2.9	-4	7	-3
COC(=O)c1ccc(NC(=S)N(Cc2cccnc2)Cc2ccco2)cc1	1	0.9	0.51	1636	100*	9	0	-0.4	6	2	0
CSCC[C@H](NC(=O)COc1ccc(Cl)cc1)c1nc2ccccc2[nH]1	2	1.1	·	1265	10	-5	-10	0.2	-2	11	-4
Nc1c(C(=O)Nc2ccc(S(=O)(=O)N3CCCC3)cc2)sc2nc3ccc(OC(F)(F)F)cc3cc12	-5	1.1	-0.03	1445	49	-14	-8	0.0	6	4	-1
O=C(O)C1CCCCC1C(=O)NCc1cn2ccccc2n1 (stereo not drawn)	-1	0.9	·	1571	-4	10	7	-3.0	-6	5	4

# An excerpt of these results, field by field:
COC(=O)c1ccc(NC(=S)N(Cc2cccnc2)Cc2ccco2)cc1
  PPARg SRC1 recr: 1; bIAP act: 0.9; ROMK primary: 0.51; SRC2 TRFRET art: 1636; L major viab: 100*; bIAP inhibitor: 9; PPARg SRC-2 ag: 0; Redox H2O2 prof: -0.4; S1P3 antagonist: 6; TLR4-MyD88 BLA: 2; PPARg SRC3 recr: 0
CSCC[C@H](NC(=O)COc1ccc(Cl)cc1)c1nc2ccccc2[nH]1
  PPARg SRC1 recr: 2; bIAP act: 1.1; ROMK primary: ·; SRC2 TRFRET art: 1265; L major viab: 10; bIAP inhibitor: -5; PPARg SRC-2 ag: -10; Redox H2O2 prof: 0.2; S1P3 antagonist: -2; TLR4-MyD88 BLA: 11; PPARg SRC3 recr: -4
Nc1c(C(=O)Nc2ccc(S(=O)(=O)N3CCCC3)cc2)sc2nc3ccc(OC(F)(F)F)cc3cc12
  PPARg SRC1 recr: -5; bIAP act: 1.1; ROMK primary: -0.03; SRC2 TRFRET art: 1445; L major viab: 49; bIAP inhibitor: -14; PPARg SRC-2 ag: -8; Redox H2O2 prof: 0.0; S1P3 antagonist: 6; TLR4-MyD88 BLA: 4; PPARg SRC3 recr: -1
O=C(O)C1CCCCC1C(=O)NCc1cn2ccccc2n1 (stereo not drawn)
  PPARg SRC1 recr: -1; bIAP act: 0.9; ROMK primary: ·; SRC2 TRFRET art: 1571; L major viab: -4; bIAP inhibitor: 10; PPARg SRC-2 ag: 7; Redox H2O2 prof: -3.0; S1P3 antagonist: -6; TLR4-MyD88 BLA: 5; PPARg SRC3 recr: 4

# Compound activity (PubChem)
